Source: PubChem
BAZ2B inh = inhibitors of human BAZ2B bromodomain | AID 504333 | Potency, µM (highest dose often 114 µM), inactives show at the highest dose activity change, negative = inhibition, usual class: inhibitors | Q9UIF8 | hit rate 4.4% among 360,000 | AlphaScreen BAZ2B-H3K14Ac peptide displacement; note: % is set by controls: 0 for no effect and ±100 for the full control effect; nearly all actives have a fitted effect of over 60% in size
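AlphaScreen displacement of biotin-H3(5-23)K14Ac peptide (50 nM final) from BAZ2B (50 nM final) in PBS pH 7.4, 0.01% Tween-20; complex preformed 30 min RT, then compounds (top 110 uM) 30 min RT, beads 20 min dark.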
G9a block = G9a (human) methyltransferase inhibition | Q96KQ7 | Potency, µM (titrated, usually from 102 µM), inactives show at the top dose activity, negative = inhibition, most hits filed as inhibitors | hit rate 8.8% among 350,000 | G9a H3K9 monomethylation, AlphaScreen, 2 h | AID 504332; note: % is set by controls: 0 for no effect and ±100 for the full control effect; nearly all actives have a fitted effect of over 75% in size
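Readings reflect AlphaScreen signal from monomethyl-H3K9 antibody detection. HMT at 20 nM; substrate b-H3K9 500 nM; cofactor SAM 20 uM; 2 h RT reaction; compounds tested as titrations in qHTS with 15 min preincubation.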
POLB inh = DNA polymerase beta (human) inhibition; P06746; Pol beta primer extension/strand displacement, fluorescence kinetic; Potency, µM (doses to about 114 µM), for inactives: top-dose activity change, negative = inhibition, hits mostly inhibitors; hit rate 1.3% among 340,000; note: % is set by controls: 0 for no effect and ±100 for the full control effect
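10 nM enzyme + cpd, 15 min RT; start with substrate 50 nM final; read 0 min and after 10 min RT. Corrected, normalized data; 4-parameter Hill curve fit.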
APEX1 inh = inhibitors of human APE1 endonuclease. Potency, µM (top dose mostly 65.8 µM), for inactives: at the top dose activity change, negative = inhibition, most hits filed as inhibitors. hit rate 0.35% among 350,000. recombinant APE1, TAMRA/BHQ-2 abasic DNA cleavage fluorescence. P27695;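 note: plate controls were vehicle for no effect and reference inhibitor for full effect; nearly all actives have a fitted effect of over 55% in size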
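Compound pre-exposure to 0.75 nM APE1, 15 min at ambient temperature. Reaction initiated with 50 nM TAMRA/BHQ-2 THF substrate, read immediately in kinetic mode, 525 nm excitation, 598 nm emission.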
Pol iota inh = inhibitors of human DNA polymerase iota | Q9UNA4 | Pol iota fluorescent replication assay, 10 min | Potency, µM (highest dose often 115 µM), for inactives: at the top dose activity, negative = inhibition, most hits filed as inhibitors | AID 588590 | hit rate 1% among 390,000
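Fluorescent replication assay read twice, at 0 min and 10 min after adding 50 nM (final) substrate. Enzyme (10 nM) and compounds were first incubated 15 min at room temperature; enzyme-free buffer wells were negative controls.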
POLH inh = inhibitors of human DNA polymerase eta | hit rate 1.2% among 390,000 | recombinant Pol eta, fluorescent DNA replication assay | Potency, µM (highest dose often 114 µM), for inactives: at the top dose activity change, negative = inhibition, hits mostly inhibitors | Q9Y253; note: % is set by controls: 0 for no effect and ±100 for the full control effect
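Pol eta (10 nM) was preincubated with compounds for 15 min at room temperature, after which fluorescent replication substrate (50 nM final) was added to start the reaction. Fluorescence was read kinetically at 0 and 10 min.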
JMJD2A Tudor inh = inhibitors of human JMJD2A Tudor domain; O75164; AlphaScreen JMJD2A-Tudor / H3K4me3 peptide binding; Potency, µM (doses to about 114 µM), without a hit: at the top dose activity change, negative = inhibition, actives largely listed as inhibitors; hit rate 4.4% among 390,000; AID 504339; note: % is set by controls: 0 for no effect and ±100 for the full control effect; nearly all actives have a fitted effect of over 50% in size
Target sequence (O75164 whole entry, looked up, the tested form may be a part): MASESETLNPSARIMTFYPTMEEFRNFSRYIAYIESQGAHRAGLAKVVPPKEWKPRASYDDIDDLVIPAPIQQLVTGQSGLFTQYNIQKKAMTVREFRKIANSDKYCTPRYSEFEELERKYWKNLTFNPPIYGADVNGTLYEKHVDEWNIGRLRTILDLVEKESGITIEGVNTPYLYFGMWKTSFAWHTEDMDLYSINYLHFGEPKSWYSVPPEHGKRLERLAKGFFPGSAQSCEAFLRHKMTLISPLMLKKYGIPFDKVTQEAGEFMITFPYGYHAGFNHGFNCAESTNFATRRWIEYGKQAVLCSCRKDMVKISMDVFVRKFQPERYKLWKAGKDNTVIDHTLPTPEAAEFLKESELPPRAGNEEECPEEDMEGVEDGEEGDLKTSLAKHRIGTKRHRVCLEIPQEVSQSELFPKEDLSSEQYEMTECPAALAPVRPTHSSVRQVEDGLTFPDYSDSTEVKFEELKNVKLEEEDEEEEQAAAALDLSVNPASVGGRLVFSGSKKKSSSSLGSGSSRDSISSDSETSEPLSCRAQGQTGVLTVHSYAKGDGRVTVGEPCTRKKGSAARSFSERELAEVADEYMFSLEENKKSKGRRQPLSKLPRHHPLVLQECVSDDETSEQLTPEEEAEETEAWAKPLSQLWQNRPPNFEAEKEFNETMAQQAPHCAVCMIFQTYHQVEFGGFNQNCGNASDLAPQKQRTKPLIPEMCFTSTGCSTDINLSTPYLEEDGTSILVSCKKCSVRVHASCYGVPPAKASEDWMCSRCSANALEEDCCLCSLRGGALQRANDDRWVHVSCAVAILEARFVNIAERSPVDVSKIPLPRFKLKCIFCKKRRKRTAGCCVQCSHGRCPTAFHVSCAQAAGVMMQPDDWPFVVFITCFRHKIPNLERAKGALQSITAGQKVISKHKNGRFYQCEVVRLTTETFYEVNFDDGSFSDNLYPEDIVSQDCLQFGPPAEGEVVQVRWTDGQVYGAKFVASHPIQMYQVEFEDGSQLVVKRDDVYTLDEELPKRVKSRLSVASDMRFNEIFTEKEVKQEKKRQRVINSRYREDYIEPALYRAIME
BLM inh = blocks DNA unwinding by human BLM helicase | hit rate 0.2% among 350,000 | P54132 | AID 2528 | Potency, µM (top dose mostly 56.1 µM), inactives show top-dose activity change, negative = inhibition, most hits filed as inhibitors | recombinant BLM DNA unwinding, fluorescence dequenching;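 note: plate controls were vehicle for no effect and no enzyme for full effect; nearly all actives have a fitted effect of over 35% in size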
Pol kappa inh = blocks human DNA polymerase kappa activity | Potency, µM (series often up to 107 µM), for inactives: at the highest dose activity, negative = inhibition, usual class: inhibitors | purified Pol kappa, fluorescent DNA synthesis assay, 10 min | hit rate 0.53% among 400,000 | AID 588579 | Q9UBT6; note: % is set by controls: 0 for no effect and ±100 for the full control effect
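10 nM Pol kappa was preincubated with compounds for 15 min at room temperature. Reaction started with 50 nM (final) substrate. Fluorescence read kinetically at 0 and 10 min.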
Numbers without * were called inactive; ? = inconclusive; · = no result given; & = joins results of further samples; [ ] = another dose, or the depositor's remark. Calls come from the whole dose curve; as a rule, active = well fitted curve in the direction sought with a large enough effect; inconclusive = small, poorly fitted or top-dose-only effect, or another doubt; inactive = no such curve, though single readings can be large; an effect the other way counts as inactive or inconclusive. Potency is the fitted concentration of half-maximal effect. Some of the compounds tested (hit frequency here may not be typical).

SMILES	BAZ2B inh	G9a block	POLB inh	APEX1 inh	Pol iota inh	POLH inh	JMJD2A Tudor inh	BLM inh	Pol kappa inh
Cc1c(O)ccc(/C=N/Nc2ncccc2[N+](=O)[O-])c1O	-32%	·	10%	-9%	148%[activator]	-10%	-19%	-2%	-5%
Cc1cc(C)c(C2C(C#N)=C(N)Oc3n[nH]c(C)c32)cc1CN1CCCC1 (stereo not given)	8%	-17%[59 µM]	14%	-1%	0%	-11%	-9%	2%	-9%
Cc1nn(-c2ccccc2)c(C)c1C1C(C#N)=C(N)Oc2n[nH]c(C)c21 (stereo not given)	-20%	?	-27%	-8%	7%	3%	-6%	-2%	-3%
CC(=O)c1ccc(NC(=O)CNCC(c2ccccc2)N(C)C)cc1 (stereo not given)	1%	14µM*	-13%	3%	141%[activator]	-17%	2.8µM*	2%	-24%
CC(=O)Nc1ccc(SCC(=O)NCCc2ccc(F)cc2)cc1	-13%	25%	2%	10%	-1%	-12%	13%	-1%	-7%
Cc1nc2cc(NCc3ccccc3O)ccc2n1Cc1ccccc1	20µM*	·	48%	2%	56%[activator]	-8%	32µM*	-2%	-11%
CCOc1ccc(N(C)S(=O)(=O)c2ccc3[nH]cc(C(=O)NCC4CCCO4)c(=O)c3c2)cc1 (stereo not given)	-2%	-18%[12.7 µM]	-10%	-3%	7%	?	-15%	-7%	-18%
CCc1ccccc1NC(=O)CCN1C(=O)C2C3CCC(C3)C2C1=O (stereo not given)	11%	8%	29%	2%	107%[activator]	-7%	-15%	-7%	-3%
CSc1ccc(CNC(=O)CCn2ccc3cc(S(=O)(=O)N4CCC(C)CC4)ccc32)cc1	-23%	-8%[59 µM]	25%	·	-3%	-11%	-5%	-7%	-5%
O=C(Cn1c(NCCCCl)nc2ccccc21)c1ccccc1	?	-23%[0.501 µM]	·	18%	-9%	6%	-25%	·	3%
Cc1c(NC(=O)CN2CCN(C(c3ccccc3)c3ccccc3)CC2)c(=O)n(-c2ccccc2)n1C	-26%	-10%[12.7 µM]	0%	-1%	8%	-3%	7%	-2%	8%
Nn1c(SCC(=O)Nc2ccc3c(c2)OCCO3)nnc1-c1ccncc1	5%	·	57%	8%	20%	-4%	-16%	-2%	-11%
Cc1cc([N+](=O)[O-])ccc1NC(=O)COc1nsnc1N1CCOCC1	?	?	13%	24%	20%	-6%	?	-6%	-6%
COc1cc(NC(=O)CN(C)S(=O)(=O)c2ccc(C)cc2)cc(OC)c1	-3%	?	0%	-2%	4%	-14%	-26%[57.1 µM]	-7%	-5%
CN(CC(=O)N1CCCCC1)S(=O)(=O)c1cccc2nsnc12	-6%	·	13%	2%	5%	3%	-3%	0%	-7%
Cc1ccccc1NC(=O)C(C)n1c2ccccc2c2nc(=O)cc(C)n21 (stereo not given)	3%	·	13%	15%	-7%	-5%	-2%	-2%	-1%
CC12CCC(C(=O)Nc3ccccc3Cl)(C(Br)C1=O)C2(C)C (stereo not given)	10%	23%[59 µM]	22%	5%	30%[activator]	-14%	-4%	3%	-20%
CCCCc1ccc(NC(=O)CC(C)C)cc1	0%	32%	2%	-8%	70%[activator]	-26%	24%	-5%	5%
O=C(Cn1cc2c(n1)CCCC2)NC1CCCCCC1	10%	-10%[59 µM]	-9%	0%	34%[activator]	-28%	-13%	3%	12%
CCOC(=O)CSc1c(-c2cccs2)[nH]c2ccccc12	0%	13%	24%	-8%	97%[activator]	-26%	-15%	-13%	-6%

Results in JMJD2A Tudor inh and POLB inh, for two of the compounds above:
smiles	JMJD2A Tudor inh	POLB inh
CCOc1ccc(N(C)S(=O)(=O)c2ccc3[nH]cc(C(=O)NCC4CCCO4)c(=O)c3c2)cc1 (stereo not given)	-15%	-10%
CCc1ccccc1NC(=O)CCN1C(=O)C2C3CCC(C3)C2C1=O (stereo not given)	-15%	29%

Continuation:
SMILES	BAZ2B inh	G9a block	POLB inh	APEX1 inh	Pol iota inh	POLH inh	JMJD2A Tudor inh	BLM inh	Pol kappa inh
CCC(C(=O)OCC(=O)N1C(C)CCCC1C)c1ccccc1 (stereo not given)	23%	-33%[2.33 µM]	2%	26%	2%	-17%	-5%	0%	4%
COc1ccc([N+](=O)[O-])cc1/C=N/Nc1nn[nH]n1	?	45µM*	13%	0%	-8%	-15%	-6%	-2%	4%
CCn1c(C(=O)N2CCC(C(=O)NCCCSC3CCCCC3)CC2)cc2sccc21	?	40µM*	-1%	-9%	7%	-14%	?	-5%	-19%
COc1cc(CNc2cccc3[nH]c(C(F)(F)F)nc23)cc(OC)c1	?	40µM*	-3%	-18%	?	-15%	50µM*	-16%	1%
O=C(Nc1nc2ccccc2n1Cc1ccccc1)c1ccc(COc2ccccc2[N+](=O)[O-])o1	-16%	40%[activator]	?	1%	18%	-9%	-12%	-4%	-10%
COC(=O)Cc1csc(Nc2ccc(F)c(Cl)c2)n1	-32%	-25%	1%	?	129%[activator]	-9%	-20%	-16%	-8%
Cc1ccsc1CNC12CC3CC(CC(C3)C1)C2	-15%	·	0%	-9%	133%[activator]	-15%	-23%	3%	?
O=C(O)c1cccc(S(=O)(=O)Nc2ccc3c(c2)CCC3)c1	-2%	-7%	0%	-12%	-22%	-1%	-4%	-2%	-13%
O=C1/C(=C/c2ccccn2)SC(=S)N1CCc1ccccc1	-23%	?	24%	5%	?	4%	-17%	0%	-7%
CCOC(=O)CSc1nnc(CNc2cccc(Cl)c2)n1C	5%	-1%[59 µM]	-5%	2%	4%	-12%	?	-10%	-3%
CCOCCCNCc1ccc(OCC(=O)N2CCOCC2)c(OC)c1	0%	·	40%	8%	-14%	-3%	9%	-1%	6%[60.1 µM]
CC1CCCC(NC(=O)CSc2nnc(N)s2)C1C (stereo not given)	5%	-30%[0.0925 µM]	35%	2%	3%	-7%	-2%	-2%	-11%
O=C1CCC(=O)N1OCCOc1ccccc1	-17%	9%	-1%	-4%	?	-10%	-3%	-1%	-3%
COc1ccc(CN2C[C@H](C)[C@@H](CC(=O)NCc3ccccc3)C2=O)cc1	1%[57.1 µM]	50µM*	1%	65%[activator]	33%&16%	-18%	-10%	1%	-1%&3%
O=C(Nc1nc2n(n1)C(c1ccc(F)cc1)C=C(c1ccc(Cl)cc1)N2)c1ccco1 (stereo not given)	-4%	?	5%	·	38%[activator]	-24%	-16%	0%	6%
COc1ccccc1-c1oc2ccccc2c1C#CCCO	50µM*	-40%[0.501 µM]	·	-8%	40%[activator]	-27%	?	·	-3%
CC(=O)c1ccc(NC(=O)Cn2cnc(S(=O)(=O)N3CCOCC3)c2)cc1	-6%	-3%	39%	69%[activator]	7%	-13%	-11%	1%	14%
COc1ccc2nc(N(CCN(C)C)C(=O)c3ccc4c(c3)OCCO4)sc2c1	?	·	-2%	-8%	-24%	-4%	-32%	-7%	-6%
COc1ccc(C2c3cc4c(cc3OC(NNC(N)=O)C2C)OCO4)cc1 (stereo not given)	·	·	·	·	-2%	-12%	?	·	-14%
CC(=O)C1=C(C)NC(SCC(=O)c2ccccc2)=C(C#N)C1c1ccco1 (stereo not given)	12%	?	3%	-12%	·	·	·	-19%	·
O=C(Nc1ccc(F)cc1)N(Cc1nnc2n1CCCCC2)c1ccccc1	11%	19%	0%	1%	9%	-9%	12%	-1%	-7%
CC(C)(C)c1ccc(/C=N/Nc2ccc(C(=O)O)cc2)cc1	-38%	1.8µM*	1%	-1%	-11%	-21%	?	4%	-13%
CC1CCCCC1NC(=O)CSc1nnc(N)s1 (stereo not given)	12%	9%[59 µM]	-2%	1%	8%	-17%	-5%	-2%	-13%
COc1cc([N+](=O)[O-])ccc1NC(=O)CC1SC(=Nc2ccc(F)cc2)N(CCC2=CCCCC2)C1=O (stereo not given)	?	50µM*	5%	0%	5%	-8%	-35%[57.1 µM]	-8%	-3%
O=C(CCN1C(=O)COc2ccccc21)N1CCCCC1	11%	25%	8%	9%	-16%	-5%	-6%	-4%	0%
COc1ccc(NS(=O)(=O)c2ccc(C)c(NC(=O)CN3C(=O)NC4(CCCC4)C3=O)c2)cc1	11%	24%[2.33 µM]	·	7%	36%[activator]	-15%	-21%	·	10%
O=C(COc1ccc(S(=O)(=O)N2CCOCC2)cc1)NC1CC1	-21%	-3%	23%	6%	1%	1%	-17%	0%	0%
CCOc1ccc(S(=O)(=O)N(CC(=O)NN=C2CCN(C)CC2)c2ccc(C)cc2)cc1	-17%	·	-6%	-10%	7%	-4%	-10%	0%	-11%
CC1(C)CC(=O)C(C(=S)Nc2ccccc2)=C(NC2CC(C)(C)NC(C)(C)C2)C1	-4%	-49%	-8%	-2%	14%	-3%	-7%	2%	-14%
Cc1[nH]nc(Nc2ccc(C(C)C)cc2)c1[N+](=O)[O-]	-28%	?	2%	-11%	31%[activator]	-7%	-35%	-6%	-1%
O=C(NCC1CCCO1)C1CCCN(c2ncccn2)C1 (stereo not given)	4%	4%	-7%	-3%	15%	-5%	-10%	1%	5%
COc1cccc(CN2CCN(C3CCN(c4ccccc4C)CC3)CC2CCO)c1 (stereo not given)	-3%	10%[0.501 µM]	24%	14%	3%	2%	-22%	0%	12%
O=C(NCc1cccc(C(F)(F)F)c1)c1cc(-c2ccccc2)nn1CC1CC(c2cccnc2)=NO1 (stereo not given)	·	·	·	·	?	-19%	?	·	-11%
CCC1Oc2ccccc2N(CC(=O)NCCN2CCCC2)C1=O (stereo not given)	-20%	39%	-26%	62%[activator]	24%	-7%	-1%	0%	0%
CCCCOc1ccc(C2=NNC(=O)CC2)cc1	-3%	15%[59 µM]	-1%	19%	-1%	-23%	-6%	5%	-9%

In a second layout: 3 of the compounds above
| structure | BAZ2B inh | G9a block | POLB inh | APEX1 inh | Pol iota inh | POLH inh | JMJD2A Tudor inh | BLM inh | Pol kappa inh |
| --- | --- | --- | --- | --- | --- | --- | --- | --- | --- |
| CC1CCCCC1NC(=O)CSc1nnc(N)s1 (stereo not given) | 12% | 9%[59 µM] | -2% | 1% | 8% | -17% | -5% | -2% | -13% |
| CCCCOc1ccc(C2=NNC(=O)CC2)cc1 | -3% | 15%[59 µM] | -1% | 19% | -1% | -23% | -6% | 5% | -9% |
| CC1(C)CC(=O)C(C(=S)Nc2ccccc2)=C(NC2CC(C)(C)NC(C)(C)C2)C1 | -4% | -49% | -8% | -2% | 14% | -3% | -7% | 2% | -14% |
